# GALR2 antag: GALR2 (human) receptor antagonism; O43603; GALR2-expressing cells, antagonist mode; inhibition, % at 4 µM; actives 0.39% (n = 140,000); in the data active = inhibition above about 27%;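 note: cells stimulated with galanin 1-16 at roughly its EC80; 0% = agonist challenge control and 100% = basal control without agonist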
# Target sequence (O43603 whole entry, looked up): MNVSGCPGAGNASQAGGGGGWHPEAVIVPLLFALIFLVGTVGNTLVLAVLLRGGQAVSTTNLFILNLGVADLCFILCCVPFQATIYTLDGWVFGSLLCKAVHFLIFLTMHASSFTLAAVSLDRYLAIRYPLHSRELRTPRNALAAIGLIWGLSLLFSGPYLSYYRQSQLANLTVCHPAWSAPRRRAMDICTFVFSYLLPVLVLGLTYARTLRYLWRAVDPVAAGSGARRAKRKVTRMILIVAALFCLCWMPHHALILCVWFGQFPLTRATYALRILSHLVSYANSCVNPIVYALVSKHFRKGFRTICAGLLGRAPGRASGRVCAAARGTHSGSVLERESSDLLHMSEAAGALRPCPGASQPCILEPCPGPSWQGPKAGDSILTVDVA
# bCat KO growth: beta-catenin-lacking colon tumor cell growth suppression. HCT116 beta-catenin knockout viability, CellTiter-Glo, 60 h; stronger effect = lower value. viability, % at 10 µM. actives 1.5% (n = 140,000). AID 818;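 active = viability at or under a set limit, the compound median less 4 SD, cut at about 6% in these data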;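 note: 0% = Hyamine 1622 control at 20 µM and 100% = untreated cell control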
# MRP-1 activ: MRP-1 activation; H69AR cells + doxorubicin, viability rescue, CellTiter-Glo; viability increase, % at 10 µM; actives 0.61% (n = 140,000);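 active = viability gain under doxorubicin at or above a set limit, the compound median plus 3 SD, cut at about 4.7% in these data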;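 note: MRP-1 overexpressing cells given doxorubicin 25 µM after compound pretreatment; 18-22 h compound pretreatment then 72 h with doxorubicin before readout; 0% = doxorubicin-only wells and 100% = vehicle-treated cells without doxorubicin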
# E-sel TNF inh: blocks E-selectin expression induced by TNF alpha | HUVEC TNFa-induced E-selectin immunofluorescence, high content | inhibition, % at 2 µM | actives 0.71% (n = 120,000) | AID 1246;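 active = inhibition above the batch mean plus 3 SD, and confirmed as a hit on visual image review, cut at about 43% in these data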;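 note: 0% = TNF-stimulated DMSO wells and 100% = unstimulated control wells; not every result past the cut was called active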
# Yeast growth inh: reduces growth of yeast BB579 in restrictive medium. S. cerevisiae BB579 growth, OD615, 48 h. inhibition, % at 10 µM. actives 0.51% (n = 140,000). AID 804;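 active = inhibition above a set limit, 3 SD over the mean compound inhibition, cut at about 44% in these data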; note: inactives centre near -24
#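 Detection: OD615 turbidity measurement; Material: Saccharomyces cerevisiae DeaD strain BB579, replicative lifespan model yeast; Timing: 48 h exposure, 30 °C; Doses: single 10 µM dose; Medium: CSMM-D restrictive synthetic medium containing dextrose (glucose); Controls: amphotericin B at 10 µg/mL as positive control.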
# NPY Y2 blocker: NPY-Y2 (human) receptor antagonism | AID 793 | NPY-Y2 expressing cells, antagonist mode | inhibition, % at 2.7 µM | actives 0.99% (n = 140,000); in the data active = inhibition above about 17%;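 note: 0% = vehicle with agonist challenge and 100% = reference antagonist with challenge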
# Target sequence (P49146 whole entry, looked up): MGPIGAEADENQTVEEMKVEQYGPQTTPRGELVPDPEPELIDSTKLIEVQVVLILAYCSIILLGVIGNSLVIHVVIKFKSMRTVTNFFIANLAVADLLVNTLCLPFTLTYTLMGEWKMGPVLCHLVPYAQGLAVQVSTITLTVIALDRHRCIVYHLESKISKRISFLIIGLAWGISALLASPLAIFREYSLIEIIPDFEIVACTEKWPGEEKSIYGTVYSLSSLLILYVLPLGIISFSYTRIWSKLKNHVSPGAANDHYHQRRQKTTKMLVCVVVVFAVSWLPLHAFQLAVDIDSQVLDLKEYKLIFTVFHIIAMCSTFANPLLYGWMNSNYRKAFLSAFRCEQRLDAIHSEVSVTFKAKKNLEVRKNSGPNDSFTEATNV
# Yeast lifespan up: extends the lifespan of yeast; AID 775; S. cerevisiae growth with nicotinamide, OD615; deaD strain in restrictive glucose medium; actives 0.68% (n = 130,000); inhibition of the nicotinamide effect, % at 10 µM;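 active = inhibition above a set limit, placed 3 SD over the median of all compounds, cut at about 26% in these data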;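 note: 0% = nicotinamide-treated wells and 100% = cells grown without nicotinamide; some compounds called inactive have numbers as strong as hits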
#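 Assay system: engineered S. cerevisiae DeaD replicative-lifespan strain, galactose-grown log-phase cells; medium: restrictive CSMM-D dextrose medium; also added: nicotinamide, 1.5 mM, co-present with compound; schedule: 48 h compound exposure at 30 °C, humidified; detection: absorbance at 615 nm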
# HCT116 PTEN-null: PTEN-deleted cell growth suppression; viability, % at 10 µM; actives 1.2% (n = 140,000); HCT116 PTEN-null viability, CellTiter-Glo, 60 h; stronger effect = lower value;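 active = viability at or below a set limit, 4 SD under the median of all tested compounds, cut at about 3.7% in these data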;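 note: PTEN knockout HCT116 line with beta catenin targeted HCT116 as companion control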
# Phagocyt inh: blocks phagocytosis by macrophages; AID 1029; J774A.1 macrophage IgG-bead phagocytosis, imaging; actives 0.07% (n = 110,000); inhibition, % at 5 µM;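 active = inhibition above the mean of the plate negative controls plus 5 SD, cut at about 13% in these data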;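 note: phagocytic index as fraction of beads internalized from green versus red external bead signal; plate controls were DMSO negative control for no effect and cytochalasin-D positive control for full effect; some results beyond the cut were filed as inactive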
# Measles CPE: protection of cells from measles virus | protection (pct of control), % at 4 µM | Measles virus-infected cells, CPE protection, absorbance | actives 1.5% (n = 140,000) | AID 841; in the data active = protection mostly above about 24%, no sharp cut-off; inactive = mostly below about 26%; note: some compounds called inactive have numbers as strong as hits
# * hit, by the source's call; x = no result given.
SMILES,GALR2 antag,bCat KO growth,MRP-1 activ,E-sel TNF inh,Yeast growth inh,NPY Y2 blocker,Yeast lifespan up,HCT116 PTEN-null,Phagocyt inh,Measles CPE
CCOc1ccc(/C=N/NC(=O)c2ccc(Cn3cc([N+](=O)[O-])cn3)o2)cc1,-10,101,-2.5,8,-37,-1,-11,97,-1,17
NC(=O)CSc1nc2c(sc3ccccc32)c(=O)n1CCCN1CCOCC1,-3,82,-4.3,x,-7,-1,-1,81,1,5
Cc1csc(Sc2ccc(C(=O)OCC(=O)Nc3ccc(OC(F)(F)F)cc3)cc2[N+](=O)[O-])n1,-10,84,-3.3,x,-25,1,7,92,-11,11
CCCCCCCCSc1nnc(CSc2nc3nc(C)cc(C)n3n2)o1,-10,42,-2.0,-17,10,8,-23,55,x,3
Cc1noc(NS(=O)(=O)c2ccc(NC(=O)c3ccc(Br)o3)cc2)c1C,4,91,-1.4,x,-12,0,-25,93,-2,27
COc1ccc(C2C3=C(CCCC3=O)Nc3nc(C(F)(F)F)nn32)cc1OC (stereo unspecified),7,85,-3.3,6,-4,0,-29,87,2,9
CC(C)Cc1nc(N2CCOCC2)c(C#N)c2c1CCC2,4,84,-1.9,x,36,7,-20,81,-5,11
COC(=O)c1c(C)[nH]c(C)c1-c1ccc(C)cc1,1,98,0.7,13,12,0,-12,94,-2,5
CCCCNC(=O)CC(C(=O)N1CCc2ccccc21)n1ccnc1 (stereo unspecified),-16,92,-3.4,4,-35,3,-4,92,4,9
O=C(NC1CCCC1)c1cc(-c2cccs2)on1,7,50,-6.9,-2,9,0,-1,58,-2,1
CCOC(=O)CC1C(=O)NCCN1C(=O)COc1ccc(Br)cc1C (stereo unspecified),-4,97,-1.0,-16,-20,4,-23,94,-1,5
O=c1[nH]c(Cc2ccccc2)nc2scc(-c3ccccc3)c12,-1,102,0.3,-15,-28,-1,-3,95,-1,27
Cc1cc(C)n(-c2ccc(C(=O)OCC(=O)Nc3ccc([N+](=O)[O-])cc3)cc2)n1,-8,92,-0.8,x,-28,-1,7,91,-8,44*
CC(=O)c1ccccc1Oc1nc(CN2CCOCC2)nc2scc(-c3cccs3)c12,-3,61,-3.0,8,-58,14,-6,57,0,x
Cc1sc2nc(CN(Cc3cccs3)C(=O)NC3CCCCC3)[nH]c(=O)c2c1C,-4,64,-6.0,47,-12,7,0,53,1,23
Fc1cccc2sc(N3CCCCC3)nc12,-3,95,1.1,-1,-24,5,-6,89,0,4
O=C(c1cc2ccccc2o1)N1CCN=C1SCc1cccc(F)c1,-2,102,4.3,-10,-27,9,-2,97,0,11
COCCNC(=O)CN1CCC(NC(=O)Nc2ccccc2)CC1,8,109,0.3,-2,12,-1,-6,96,1,19
Cc1ccc(-c2cc3nc(-c4ccccc4)cc(N4CCC5(CC4)OCCO5)n3n2)cc1,12,91,1.1,-20,-40,1,x,82,x,5
CCCC[n+]1ccn(C2=C([O-])c3ccccc3C(=O)/C2=N\S(=O)(=O)c2ccccc2)c1,7,2.1*,-6.2,-8,-50,6,-8,1.6*,x,24
Cc1ccc(OCC(=O)N/N=C\c2cccs2)c([N+](=O)[O-])c1,-3,107,0.5,x,-31,3,3,97,-4,4
O=C(CSc1ncn(-c2ccccc2)n1)N1CCN(c2ccccc2)CC1,2,105,-0.9,-20,3,7,-6,103,9,20
CC(C)CC(/C(O)=C(\C#N)c1nc2ccccc2[nH]1)N1C(=O)c2ccccc2C1=O (stereo unspecified),-2,78,-2.0,-51,-47,-1,1,77,-3,1
COCCNCCCCOc1c(Cl)cc(C)cc1Br,3,57,-4.5,-34,1,7,-18,63,-2,4
C/C(Cl)=C/Cn1c(NCCN(C)C)nc2c1c(=O)n(C)c(=O)n2C,0,94,-0.8,24,-56,-1,-6,93,1,6

# 3 successive entries from above:
SMILES,GALR2 antag,bCat KO growth,MRP-1 activ,E-sel TNF inh,Yeast growth inh,NPY Y2 blocker,Yeast lifespan up,HCT116 PTEN-null,Phagocyt inh,Measles CPE
CC(C)CC(/C(O)=C(\C#N)c1nc2ccccc2[nH]1)N1C(=O)c2ccccc2C1=O (stereo unspecified),-2,78,-2.0,-51,-47,-1,1,77,-3,1
COCCNCCCCOc1c(Cl)cc(C)cc1Br,3,57,-4.5,-34,1,7,-18,63,-2,4
C/C(Cl)=C/Cn1c(NCCN(C)C)nc2c1c(=O)n(C)c(=O)n2C,0,94,-0.8,24,-56,-1,-6,93,1,6

# The list continues:
SMILES,GALR2 antag,bCat KO growth,MRP-1 activ,E-sel TNF inh,Yeast growth inh,NPY Y2 blocker,Yeast lifespan up,HCT116 PTEN-null,Phagocyt inh,Measles CPE
Clc1ccc(-c2nnc(SCc3cn4ccsc4n3)n2CC2CCCO2)cc1 (stereo unspecified),-6,105,x,-1,-30,-1,-8,102,-1,5
CC(=O)NC(CC(=O)Nc1ccc(S(=O)(=O)N2CCCC2)cc1)c1ccccc1 (stereo unspecified),-2,88,-0.7,-13,-40,-1,-5,101,0,12
C=CCn1c(P(=O)(O)c2ccccc2)nc2ccccc21,7,94,-2.6,-13,-20,15,2,100,x,14
NC(=O)C1CCCN(C(=O)NC2CCCCC2)C1 (stereo unspecified),8,95,-1.3,-30,-44,0,0,97,0,3
Cc1cc2cc(CN(Cc3cccs3)C(c3nnnn3C(C)(C)C)C(C)C)c3nnnn3c2cc1C (stereo unspecified),-2,76,1.5,12,-15,2,x,72,x,3
O=S(=O)(Nc1ccc2c(c1)OCCO2)c1cccc2nsnc12,-11,86,-2.1,3,-12,0,-9,75,-2,6
O=C(Nc1ccc(Cl)cc1)Nc1cc(S(=O)(=O)N2CCOCC2)ccc1N1CCCC1,1,89,-0.9,-5,-15,1,8,81,-2,6
Cc1cc(S(=O)(=O)Nc2ccc(C(=O)N3CCN(C(=O)c4ccco4)CC3)cc2)ccc1F,16,98,-3.1,-6,-36,0,3,92,-1,3
CC1=C(C(=O)OC(C)C)C(c2ccccc2)NC(=S)N1C (stereo unspecified),-1,91,-2.5,x,-32,3,5,88,-5,5
COc1ccccc1Oc1nc(-c2ccccc2)cc(C)c1S(C)(=O)=O,14,61,-4.8,-25,-36,5,-11,51,-2,4
CCC(=O)NC(NC(=S)Nc1ccc(S(N)(=O)=O)cc1)C(Cl)(Cl)Cl (stereo unspecified),1,96,1.3,x,-21,0,0,109,0,8
O=C1CCCC2=C1C(c1ccc(Cl)cc1)n1c(s/c(=C\c3ccc4ccncc4c3)c1=O)=N2 (stereo unspecified),15,32,-4.9,x,-23,0,17,30,x,7
CCCn1c(=N)n(CC(=O)C(C)(C)C)c2ccccc21,5,94,-0.2,-47,-40,6,-2,97,x,8
FC(F)(F)c1ccc(Cl)c(NC(=S)N/N=C/c2ccccc2C(F)(F)F)c1,11,96,0.8,x,-16,5,2,104,-6,16
CC(=O)NC1(C2CCCCC2=O)CCCCC1 (stereo unspecified),0,106,0.6,-1,-41,1,0,107,0,14
CC(=O)NC(Cc1c[nH]c2ccccc12)C(=O)Nc1ccc2c(c1)OCO2 (stereo unspecified),9,85,-2.7,-11,-30,1,-11,95,2,9
COc1ccc(NC(=O)Nc2nccs2)cc1,0,46,-3.3,-8,-13,4,-6,53,1,5
Cc1ccc2c(c1)C(c1ccc(F)cc1)N(C(=O)C1CC1)CC(=O)N2 (stereo unspecified),0,80,-2.5,-10,-19,1,-5,71,0,10
COc1cc(C2C(C(=O)c3ccco3)=C(O)C(=O)N2Cc2cccnc2)cc(OC)c1OC (stereo unspecified),5,106,-3.9,1,-7,2,1,92,-2,11
O=S(=O)(NCc1cc(-c2ccccc2Cl)no1)c1ccccc1,6,92,-1.1,-6,-48,4,-11,94,x,11
CCCOc1ccc(-c2nc(C#N)c(N3CCN(CC)CC3)o2)cc1,-17,91,-0.8,x,2,10,-6,93,0,1
CCN(CC)c1ccc(/C=C(\C#N)c2nc(-c3cccs3)c(NC(C)=O)s2)cc1,5,48,-1.1,-60,-25,1,1,50,-11,33
Cc1ccc(S(=O)(=O)N2CCOCC2)cc1C(=O)OCC(=O)N1CCc2ccccc2C1,-16,99,-1.7,-9,-11,6,-2,95,1,29
CC(=O)Nc1ccccc1C(=O)N1CC(C)OC(C)C1 (stereo unspecified),0,94,0.5,x,-69,0,-5,108,-1,3
Cc1cc(C)nc(N(C#N)S(=O)(=O)c2ccccc2Cl)n1,1,102,-0.7,-22,-13,7,-5,93,x,11
O=[N+]([O-])c1ccc(/C=N/Nc2ccc3ccccc3c2)o1,23,81,-3.2,3,-36,-10,2,77,-3,5
CC(=O)N/C(=C\c1ccccc1)C(=O)OCC(=O)NC(C)C12CC3CC(CC(C3)C1)C2 (stereo unspecified),-1,91,-2.8,-5,-41,2,1,95,x,11
CCN=C1Cn2c(nc3scc(-c4ccccc4)c3c2=O)CN1CC,1,79,2.3,26,-10,3,-27,86,0,24
Cc1ccc(S(=O)(=O)N2CC3(C)CN(S(=O)(=O)c4ccc(C)cc4)CC(C)(C2)C3)cc1,-1,99,1.2,9,-66,-2,17,96,0,3
O=C(N/N=C/C(Cl)=C\c1ccccc1)c1cnccn1,3,4.0*,-2.4,3,-28,4,-20,6,0,7

# Sorted by molecular weight (descending): six of the compounds above
SMILES,GALR2 antag,bCat KO growth,MRP-1 activ,E-sel TNF inh,Yeast growth inh,NPY Y2 blocker,Yeast lifespan up,HCT116 PTEN-null,Phagocyt inh,Measles CPE
Cc1ccc(-c2cc3nc(-c4ccccc4)cc(N4CCC5(CC4)OCCO5)n3n2)cc1,12,91,1.1,-20,-40,1,x,82,x,5
CCN(CC)c1ccc(/C=C(\C#N)c2nc(-c3cccs3)c(NC(C)=O)s2)cc1,5,48,-1.1,-60,-25,1,1,50,-11,33
O=C(c1cc2ccccc2o1)N1CCN=C1SCc1cccc(F)c1,-2,102,4.3,-10,-27,9,-2,97,0,11
O=S(=O)(NCc1cc(-c2ccccc2Cl)no1)c1ccccc1,6,92,-1.1,-6,-48,4,-11,94,x,11
O=C(N/N=C/C(Cl)=C\c1ccccc1)c1cnccn1,3,4.0*,-2.4,3,-28,4,-20,6,0,7
COc1ccc(NC(=O)Nc2nccs2)cc1,0,46,-3.3,-8,-13,4,-6,53,1,5

# Of the compounds above, three have bromine:
SMILES,GALR2 antag,bCat KO growth,MRP-1 activ,E-sel TNF inh,Yeast growth inh,NPY Y2 blocker,Yeast lifespan up,HCT116 PTEN-null,Phagocyt inh,Measles CPE
Cc1noc(NS(=O)(=O)c2ccc(NC(=O)c3ccc(Br)o3)cc2)c1C,4,91,-1.4,x,-12,0,-25,93,-2,27
CCOC(=O)CC1C(=O)NCCN1C(=O)COc1ccc(Br)cc1C (stereo unspecified),-4,97,-1.0,-16,-20,4,-23,94,-1,5
COCCNCCCCOc1c(Cl)cc(C)cc1Br,3,57,-4.5,-34,1,7,-18,63,-2,4

# Screening data deposited in PubChem BioAssay by several laboratories.
